KCNK3 inh = human KCNK3 channel inhibitors, primary screen, CHO cells, FluxOR thallium flux, B-score | FluxOR fluorescence; active compounds read low | 0.84% of 340,000 active | B-score at 10 µM | Potassium channel subfamily K member 3 (Homo sapiens), O14649;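 active = B-score under library mean minus 4 SD, starting fluorescence ratio at most library mean plus 5 SD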;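 note: more negative B-score means stronger inhibition of thallium flux through KCNK3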
TMEM16A inh = TMEM16A chloride channel inhibitors, primary screen, cell-based, HTS | normalized B-score (activity score, 25-100; higher = stronger inhibition) at 10 µM | 1.2% of 310,000 active | Anoctamin-1 (Mus musculus), Q8BHY3 | HEK293 TMEM16A/YFP iodide influx fluorescence, ionomycin;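 active = ratio plate-corrected score three or more library SD toward inhibition, starting fluorescence score within five deviations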;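 note: score derived from kinetic fluorescence span divided by baseline fluorescence per well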
KCNQ1 inh = inhibitors of human KCNQ1 channel, primary screen, cell-based, thallium flux, high-throughput. AID 2642, 2010. Potassium voltage-gated channel subfamily KQT member 1 (Homo sapiens), P51787. 1.3% of 310,000 active. CHO-K1 KCNQ1, FluxOR thallium flux fluorescence; active compounds read high. B-score at 10 µM;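 active = compounds whose thallium flux B-score, printed positive for inhibition, exceeds three library SD while starting fluorescence stays within three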;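 note: channel opened by potassium depolarization with thallium stimulus after 20 min compound exposure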
KCNK9 inh = KCNK9 potassium channel inhibitors, primary screen, HEK293 cells, thallium flux | Potassium channel subfamily K member 9 (Homo sapiens), Q9NPC2 | FluxOR thallium flux fluorescence; active compounds read low | B-score at 10 µM | 1.2% of 310,000 active;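 active = ratio B-score over 3 SD below the library mean, with starting fluorescence within 5 SD of its mean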;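 note: negative B-score means less thallium flux so channel inhibition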
Target sequence (Q9NPC2 whole entry, looked up): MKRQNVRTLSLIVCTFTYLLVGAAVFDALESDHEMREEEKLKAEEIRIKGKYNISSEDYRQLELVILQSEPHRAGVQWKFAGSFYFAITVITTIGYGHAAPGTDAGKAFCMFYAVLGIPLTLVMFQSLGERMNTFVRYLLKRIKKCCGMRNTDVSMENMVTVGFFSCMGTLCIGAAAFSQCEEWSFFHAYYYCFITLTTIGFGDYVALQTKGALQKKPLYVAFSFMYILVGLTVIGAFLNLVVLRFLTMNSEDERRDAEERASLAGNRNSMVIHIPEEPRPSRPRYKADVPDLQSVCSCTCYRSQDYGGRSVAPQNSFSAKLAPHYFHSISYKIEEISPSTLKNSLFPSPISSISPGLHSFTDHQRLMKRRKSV
RGS4 inh = RGS4 inhibitors, primary screen, cell-based, HEK293 M3R inducible RGS4, calcium flux | Regulator of G-protein signaling 4 (Homo sapiens), P49798 | Fluo-4 calcium flux; active compounds read high; triggered by carbachol at its EC20 | B-score at 10 µM | 0.45% of 310,000 active;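 active = B-score, a plate-corrected calcium signal, over three deviations above library mean, with baseline fluorescence within five deviations of library mean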;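 note: RGS4 expression induced by doxycycline in cells with stable M3 receptor; B-score is computed from the integrated fluorescence ratio over baseline after carbachol; higher B-score means a larger calcium signal and so more RGS4 inhibition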
Target sequence (P49798 whole entry, looked up): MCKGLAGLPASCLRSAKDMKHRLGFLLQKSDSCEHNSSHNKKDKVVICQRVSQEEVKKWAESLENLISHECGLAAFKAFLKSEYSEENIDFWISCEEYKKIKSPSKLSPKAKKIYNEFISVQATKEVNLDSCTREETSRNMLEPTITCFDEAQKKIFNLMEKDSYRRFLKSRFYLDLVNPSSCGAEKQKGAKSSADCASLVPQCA
RGS4 pot = RGS4 potentiators or activators, primary screen, cell-based, HEK293 M3R inducible RGS4, calcium flux | B-score at 10 µM | 0.92% of 310,000 active | AID 463111, 2010 | carbachol calcium flux Fluo4; active compounds read low;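 active = B-score of the integrated calcium signal more than 4 SD below the library mean, with starting fluorescence not abnormally high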;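 note: negative B-score means reduced calcium response which marks RGS4 activation or potentiation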
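Material: M3R-expressing HEK293 line, RGS4 induced by doxycycline | Schedule: Overnight RGS4 induction, 30 min dye load 37 °C, 20 min compound RT | Measured by: Fluo4 fluorescence kinetic imaging of calcium | Read-out: Integrated calcium ratio converted to B score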
HDAC3 inh = HDAC3 deacetylase inhibitors, primary screen, biochemical, fluorescence, cell-free homogeneous. inhibition, % at 8.3 µM. 0.15% of 320,000 active. AID 2718, 2010. Histone deacetylase 3 (Homo sapiens), O15379. recombinant HDAC3, fluorogenic peptide/trypsin coupled; in the data active = inhibition above about 26%, passing the limit was not always enough; inconclusive = no clear call, values can overlap the other calls
Target sequence (O15379 whole entry, looked up): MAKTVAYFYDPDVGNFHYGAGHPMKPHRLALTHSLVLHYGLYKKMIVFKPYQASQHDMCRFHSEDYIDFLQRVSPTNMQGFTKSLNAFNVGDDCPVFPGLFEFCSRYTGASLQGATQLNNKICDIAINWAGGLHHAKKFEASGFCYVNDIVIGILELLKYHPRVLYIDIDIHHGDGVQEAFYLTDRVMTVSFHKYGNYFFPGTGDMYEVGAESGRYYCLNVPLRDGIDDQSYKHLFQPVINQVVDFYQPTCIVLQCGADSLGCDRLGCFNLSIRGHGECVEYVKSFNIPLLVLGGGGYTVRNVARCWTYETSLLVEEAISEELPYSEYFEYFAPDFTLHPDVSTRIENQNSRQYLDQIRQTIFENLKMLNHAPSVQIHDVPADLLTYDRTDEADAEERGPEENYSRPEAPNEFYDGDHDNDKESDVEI
hERG protect = hERG rescue from dofetilide block, primary screen, cell-based, CHO-hERG, FluxOR thallium flux, dofetilide IC70; Voltage-gated inwardly rectifying potassium channel KCNH2 (Homo sapiens), Q12809; dofetilide IC70 present; activation (rescue from dofetilide block), less the hit threshold, % at 10 µM; 0.51% of 310,000 active; AID 1511, 2009;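 active = activation above the mean of controls blocked by dofetilide plus 5 SD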;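 note: thallium influx through hERG after potassium depolarization seen as dye fluorescence rise; in these data hits start at about 4.7%; inactives centre near -7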
KCNQ1 act = potentiators or activators of KCNQ1 channel, primary screen, cell-based, thallium flux, high-throughput; CHO-K1 KCNQ1, thallium flux FluxOR fluorescence; active compounds read high; B-score at 10 µM; 0.35% of 310,000 active; AID 2648, 2010;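 active = fluorescence ratio B-score, a plate-corrected score, at least three library SD, with initial intensity B-score within 5 SD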
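System: CHO-K1 cells stably expressing KCNQ1 / Medium: assay buffer for compound exposure, DMSO matched across wells / Reagent: thallium- and potassium-containing depolarizing buffer / Compound: one concentration, matched DMSO / Incubation: 20 min compound pretreatment at room temperature / Measured by: kinetic FluxOR fluorescence, 10 s baseline plus 110 s post-stimulus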
SKKanGAS inh = S. pyogenes SKKanGAS growth inhibitors in kanamycin, primary screen, streptokinase expression inhibitor project, SKKanGAS strain, BacTiter-Glo luminescence | inhibition, % at 7.5 µM | 1.3% of 300,000 active | AID 1662, 2009 | 6 h;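 active = mean replicate score, as percent of positive control median, at least 50; inconclusive = mean below 50 but one replicate at or above 50; inactive = mean and every replicate below 50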;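 note: strain carries kanamycin resistance gene driven by streptokinase promoter and grows in 40 µg/ml kanamycin; loss of luminescence reflects streptokinase promoter inhibition or plain growth inhibition; 0% = median of DMSO wells and 100% = positive control at its reference dose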
TMEM16A act = TMEM16A chloride channel activators or potentiators, primary screen, cell-based, HTS | 0.3% of 340,000 active | B-score at 10 µM | AID 623877, 2012 | Anoctamin-1 (Mus musculus), Q8BHY3 | HEK293 TMEM16A/YFP-H148Q/I152L, iodide quench fluorescence; active compounds read low;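 active = fluorescence-ratio B-score plate-corrected deviation score at least 3 library SD below zero, with starting fluorescence score within 5 deviations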;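 note: channel opened by trigger with iodide after compound preincubation; score built on the fluorescence ratio of max minus min over baseline; more negative score means more quench and so TMEM16A activation or potentiation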
Active calls of the source: *; i = inactive; ? = inconclusive; . = not tested or not shown.

SMILES	KCNK3 inh	TMEM16A inh	KCNQ1 inh	KCNK9 inh	RGS4 inh	RGS4 pot	HDAC3 inh	hERG protect	KCNQ1 act	SKKanGAS inh	TMEM16A act
O=C(c1cc(-c2ccc(F)cc2)on1)N1CCN(c2ccc(F)cc2)CC1	i	i	i	i	i	i	0	-3	i	-9	i
COc1cccc(NC(=O)COC(=O)c2c(F)cccc2Cl)c1	i	i	i	i	i	i	0	-21	i	2	i
Cc1nc2ccccn2c1P(=O)(N1CCCCC1)N1CCCCC1	i	i	i	i	i	i	-3	-4	i	4	i
O=C(Nc1nnc(CCc2ccccc2)s1)c1ccccc1	i	i	i	i	i	i	2	-5	i	-7	i
Cc1cc(C(=O)COC(=O)c2ccc[nH]c2=O)c(C)n1C	i	i	i	i	i	i	-5	-7	i	-7	i
O=C(CSc1nc2cc([N+](=O)[O-])ccc2n1-c1ccc(F)cc1)NC1CCS(=O)(=O)C1 (configuration not stated)	i	i	i	i	i	i	1	-6	i	4	i
COc1cccc(NC(=O)N2CCC(NC(=O)C3CCCCC3)CC2)c1	i	i	i	i	i	i	6	-1	i	3	i
COc1ccc(OC)c(C2C(C(=O)O)c3ccccc3C(=O)N2C)c1 (configuration not stated)	i	i	i	i	i	i	3	-7	i	0	i
CCCCOc1ccc(Nc2nc(C)cc(C)c2C#N)cc1	i	i	i	i	i	i	0	5.0*	i	3	i
Cc1cccc(C)c1NC(=S)NCCc1ccc(O)c(O)c1	i	i	i	i	i	i	0	-9	i	2	i
O=C(OCC(=O)N1CCC(Cc2ccccc2)CC1)c1cc(Cl)ccc1O	i	i	i	i	i	i	-6	-14	i	34	i
Cn1cnnc1SCC(=O)Nc1cccc(C(=O)O)c1	i	i	i	i	i	i	4	-5	i	0	i
CCOc1ccc(/C=N/NC(=O)c2ccc(CSc3nc4ccccc4[nH]3)cc2)cc1	i	i	i	i	i	i	2	-6	i	15	i
CCOc1cc(S(=O)(=O)n2ccnc2)ccc1Br	i	i	i	i	i	i	-2	-6	i	5	i
Cc1ccc(C)c(N2C(=O)CC(Cc3ccc(Br)cc3)C2=O)c1 (configuration not stated)	i	i	i	i	i	i	0	-3	i	2	i
CCOc1ccccc1CN1CCNC(=O)C1CC(=O)NCCc1ccccn1 (configuration not stated)	i	i	i	i	i	i	-4	-14	i	19	i
O=C(NCCN1CCNCC1)c1ccccn1	i	i	i	i	i	i	-2	-1	i	-8	i
OCCNc1nc(N2CCOCC2)nc(N2CCOCC2)n1	i	i	i	i	i	i	-11	-11	i	4	i
CCc1nc2ccc(Cc3ccc4nc(CC)[nH]c4c3)cc2[nH]1	i	i	i	i	i	i	-2	-8	i	4	i
COC(=O)c1ccc(C)c(NC(=O)CN(c2ccc3c(c2)OCO3)S(C)(=O)=O)c1	i	i	i	i	i	i	-4	-5	i	-18	i
Cc1ccc(NS(=O)(=O)Cc2ccccc2)cc1Cl	i	i	i	i	i	i	-2	0	i	4	i
CCOC(=O)CN1C(=O)N[C@@H](c2cccs2)C(C(=O)OC)=C1C	i	i	i	i	i	i	-3	-4	i	8	i
O=C(CNC(=O)[C@@H]1Cc2ccccc2CN1)Nc1ccc2c(c1)OCCO2	i	i	i	i	i	i	1	-3	i	-1	i
CCN(CC)S(=O)(=O)c1nnc(NC(=O)c2ccco2)s1	i	i	i	i	i	i	4	-6	i	5	i
CCC(C(=O)Nc1cccnc1)n1c(=O)[nH]c2ccccc2c1=O (configuration not stated)	i	i	i	i	i	i	3	-6	i	0	i

The list goes on:
SMILES	KCNK3 inh	TMEM16A inh	KCNQ1 inh	KCNK9 inh	RGS4 inh	RGS4 pot	HDAC3 inh	hERG protect	KCNQ1 act	SKKanGAS inh	TMEM16A act
CC(=O)Nc1ccc(NC(=O)Nc2cccc3ccccc23)cc1	i	i	i	i	i	i	.	-6	i	0	i
CNC(=O)NC(=O)CSc1nnc(-c2ccco2)n1-c1ccccc1	i	i	i	i	i	i	3	0	i	-3	i
Cc1cccc(OCCC(=O)N(C)CC(=O)Nc2cccc3ccccc23)c1	i	i	i	i	i	i	1	-11	i	-16	i
c1ccc2c(c1)nnn2Cc1nnc2sc(-c3ccncc3)nn12	i	i	i	i	i	i	0	-7	i	-16	i
Fc1ccc(-c2cc(C(F)(F)C(F)F)[nH]n2)cc1	i	100*	i	i	i	i	4	-10	i	4	i
O=C(N/C(=C\c1ccc(Cl)cc1)C(=O)N1CCOCC1)c1ccco1	i	i	i	i	i	i	9	-10	i	4	i
CC1CCCCN1S(=O)(=O)c1ccc(NC(=O)CSc2nnnn2C)cc1 (configuration not stated)	i	i	i	i	i	i	0	-14	i	-4	i
Oc1oc(-c2ccccc2Br)nc1/C=N/c1ccccn1	i	i	i	i	i	i	0	-4	i	-1	i
CCS(=O)(=O)NCC(c1cccnc1)N1CCN(c2ccccc2)CC1 (configuration not stated)	i	i	i	i	i	i	3	-4	i	-1	i
Cc1ccc(C(=O)NNC(=O)c2cc3ccccc3cc2O)cc1	i	i	i	i	i	i	2	-17	i	-2	i
CC(C)n1nc(C(=O)Nc2nnc(C3CC3)s2)c2ccccc2c1=O	i	i	i	i	i	i	1	-3	i	-2	i
COc1ccc(NC(=O)CN2CCN(CC(=O)Nc3ccc(F)cc3F)CC2)cc1	i	.	i	i	i	i	.	-11	i	-6	i
N#CC(c1ccc(Cl)nn1)c1ccccc1Cl (configuration not stated)	i	i	i	i	i	i	-1	0	i	-3	i
CCOCCCNC(=O)c1cc2c(=O)n3ccccc3nc2s1	i	i	i	i	i	i	-52	-5	i	1	i
CC(OC(=O)c1ccccc1C(=O)N(C)c1ccccc1)C(=O)Nc1ccc(C(N)=O)cc1 (configuration not stated)	i	i	i	i	i	i	3	-11	i	16	i
O=C(/C=C/c1ccccc1[N+](=O)[O-])Nc1ccccc1	i	i	i	i	i	i	3	-2	i	-11	i
S=C(Nc1ccc(Cl)cc1Cl)N1CCCCC1	i	i	i	i	i	i	2	-12	i	-10	i
O=C(C(Cc1ccccc1)n1cccc1)N1CCN(c2ncccn2)CC1 (configuration not stated)	i	i	i	i	i	i	2	-8	i	-2	i
COc1ccc(CSc2nc(N3CCOCC3)c3c(c2C#N)CC(C)(C)OC3)cc1	i	i	i	i	i	i	13	-7	i	10	i
CCCC(=O)NCCCc1nc2ccccc2n1CCC	i	i	i	i	i	i	4	-3	i	2	i
CCN(CC)CCOC(=O)c1cccc2c1-c1ccccc1C2O (configuration not stated)	i	i	i	i	i	i	-4	-6	i	0	i
Cc1ccc2oc(=O)c3cnn(CC(=O)N4CCCc5ccccc54)c3c2c1	i	i	i	i	i	i	.	-4	i	-1	i
O=Cc1cc([N+](=O)[O-])ccc1N1CCN(Cc2ccc3c(c2)OCO3)CC1	i	i	i	i	i	i	9	-9	i	4	i
Nc1nn(-c2ccccc2)nc1C(=O)OCc1ccccc1F	i	i	i	i	i	i	-2	-18	i	9	i
CCCNC(=O)COc1coc(CN2CCN(c3ccccc3OC)CC2)cc1=O	i	i	i	i	i	i	2	-4	i	-1	i

Additional results follow:
SMILES	KCNK3 inh	TMEM16A inh	KCNQ1 inh	KCNK9 inh	RGS4 inh	RGS4 pot	HDAC3 inh	hERG protect	KCNQ1 act	SKKanGAS inh	TMEM16A act
S=c1[nH]nc(CSc2nc3ccccc3s2)o1	i	i	i	i	i	i	-4	-5	i	15	i
CC(=O)c1ccccc1N(C(=O)c1ccco1)C(C(=O)NC1CCCC1)c1ccc(C)cc1 (configuration not stated)	i	i	i	i	i	i	-5	-7	i	-2	i
CCOC(=O)CSc1nc(C)[nH]c1[N+](=O)[O-]	i	i	i	i	i	i	5	-2	i	5	i
N#CC1=C(N2CCOCC2)/C(=C\c2ccccc2)CC1	i	i	i	i	i	i	5	-14	i	-2	i
CN(C)CCCN1C(=O)c2cc3ccccc3cc2C1=O	i	i	i	i	i	i	-12	-12	i	0	i
COc1ccc(NC(=O)N2CCCC2C(=O)NC23CC4CC(CC(C4)C2)C3)cc1 (configuration not stated)	i	i	i	i	i	i	-6	-4	i	-7	i
CC(=O)c1c(O)cc(C(C)C)n(-c2ccccc2)c1=O	i	i	i	i	i	i	-2	-7	i	3	i
CCN(CC)CCCNC(=O)C1c2ccccc2C(=O)N1Cc1ccc(C)cc1 (configuration not stated)	i	i	i	i	i	i	0	-10	i	4	i
NCc1nc(-c2ccc(Cl)cc2)no1	i	i	i	i	i	i	-1	-8	i	-11	i
CC(C)c1ccc(NC(=O)NC(C)c2ccc3c(c2)OCO3)cc1 (configuration not stated)	i	i	i	i	i	i	9	-7	i	?	i
O=C(NCc1ccco1)C(c1cccs1)N(C(=O)Cc1cccs1)c1ccccc1 (configuration not stated)	i	i	i	i	i	i	2	-12	i	3	i
CCCC(=O)Nc1ccc(C(=O)Nc2nnc(COCC)s2)cc1	i	i	i	i	i	i	-2	-9	i	-6	i
CC(=O)Nc1nc2ccccc2n1CCOc1ccccc1	i	i	i	i	i	i	6	-4	i	63*	i
CC(C)c1nc(SCC(=O)Nc2ccc(N3CCOCC3)cc2)c2ccccc2n1	i	i	i	i	i	i	7	-14	i	0	i
Cc1ccnc(NS(=O)(=O)c2ccc(NC(=O)c3c(-c4ccccc4Cl)noc3C)cc2)n1	i	i	i	i	i	i	-1	-13	i	-13	i
O=C(NCC(c1ccco1)N1CCN(c2ccccc2F)CC1)c1ccco1 (configuration not stated)	i	i	i	i	i	i	4	-11	i	1	i
